CHRM5 PAM: human M5 muscarinic receptor positive allosteric modulators, primary screen, CHO-K1 cells, Fluo-8 calcium fluorescence. activation, % at 3 µM. CHO-K1 hM5, ACh EC20 PAM; 0% = ACh EC20, 100% = ACh EC100. actives 0.3% (n = 360,000). Muscarinic acetylcholine receptor M5 (Homo sapiens), P08912;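 active = activation above the run cutoff, the mean activation of all test compounds plus 3 SD, cut at about 18% in these data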
Target sequence (P08912 whole entry, looked up): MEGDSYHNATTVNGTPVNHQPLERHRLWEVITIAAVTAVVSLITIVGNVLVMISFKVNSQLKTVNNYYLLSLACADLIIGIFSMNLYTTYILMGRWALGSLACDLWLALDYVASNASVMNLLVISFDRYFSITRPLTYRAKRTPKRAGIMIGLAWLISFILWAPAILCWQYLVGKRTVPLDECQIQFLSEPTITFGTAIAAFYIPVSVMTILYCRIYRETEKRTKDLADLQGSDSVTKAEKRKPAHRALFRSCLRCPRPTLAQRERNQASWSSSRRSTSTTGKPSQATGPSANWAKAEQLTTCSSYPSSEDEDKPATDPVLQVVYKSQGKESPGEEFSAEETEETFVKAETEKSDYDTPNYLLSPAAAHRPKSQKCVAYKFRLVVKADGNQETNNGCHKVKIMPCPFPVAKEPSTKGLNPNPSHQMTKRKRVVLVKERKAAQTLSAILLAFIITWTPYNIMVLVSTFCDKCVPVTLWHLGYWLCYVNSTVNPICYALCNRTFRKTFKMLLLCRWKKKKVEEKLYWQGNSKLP
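System: CHO-K1 cell line with stable human muscarinic M5 receptor expression | Also added: EC20 acetylcholine as agonist stimulus | Compound: One concentration, 3 µM final (nominal) | Timing: Fluo-8 loading 80 min at 37 °C plus 30 min room temperature | Measured by: Fluo-8 calcium dye fluorescence, kinetic read | Read-out basis: % activation, ACh-normalized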
M4 PAM: human M4 muscarinic receptor positive allosteric modulators, primary screen, CHO-K1 cells, Fluo-8 calcium fluorescence; Muscarinic acetylcholine receptor M4 (Homo sapiens), P08173; CHO-K1 hM4/Gqi5, ACh EC20; 0% = ACh EC20, 100% = maximal ACh; activation, % at 3 µM; actives 0.4% (n = 360,000);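 active = activation above its plate's cutoff, the mean activation of sample wells plus 3 SD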; also: some results filed as inactive read as strong as hits
M5 antag: human M5 muscarinic receptor antagonists, primary screen, CHO cells, Fluo-8 calcium fluorescence | CHO-hM5 cells, ACh EC80 | inhibition, % at 3 µM | actives 0.59% (n = 360,000) | AID 624040, 2012;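 active = inhibition above a per-plate cutoff, the mean of that plate's test compounds plus 3 SD, cut at about 27% in these data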;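 also: 0% = acetylcholine EC80 with DMSO and 100% = DMSO without agonist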
CRFBP-R2 agonist: agonists of CRF-BP/CRF-R2 complex, primary screen, cell-based, HEK293, calcium dye fluorescence, uHTS | AID 588473, 2011 | calcium dye fluorescence (FLIPR); percent of saturating CRF peptide response | activation, % at 13.2 µM | CRF-binding protein / CRF receptor 2 complex (human) | actives 0.46% (n = 350,000);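 active = activation of at least 50%, plus an integration ratio under a set limit after plate pattern correction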;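 also: plate controls were neutral control wells without compound for no effect and CRF at EC100 for full effect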
TAAR1 antag: human TAAR1 antagonists, primary screen, Fluo-8 calcium fluorescence, CHO RD-HGA16 cells; antagonist; inhibition, % at 3 µM; actives 1.5% (n = 360,000);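 active = inhibition above a per-plate cutoff, the mean inhibition of test compounds on that plate plus 3 SD, cut at about 49% in these data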;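 also: 0% = DMSO plus EC80 beta-PEA response and 100% = DMSO alone without agonist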
Target sequence (Q96RJ0 whole entry, looked up): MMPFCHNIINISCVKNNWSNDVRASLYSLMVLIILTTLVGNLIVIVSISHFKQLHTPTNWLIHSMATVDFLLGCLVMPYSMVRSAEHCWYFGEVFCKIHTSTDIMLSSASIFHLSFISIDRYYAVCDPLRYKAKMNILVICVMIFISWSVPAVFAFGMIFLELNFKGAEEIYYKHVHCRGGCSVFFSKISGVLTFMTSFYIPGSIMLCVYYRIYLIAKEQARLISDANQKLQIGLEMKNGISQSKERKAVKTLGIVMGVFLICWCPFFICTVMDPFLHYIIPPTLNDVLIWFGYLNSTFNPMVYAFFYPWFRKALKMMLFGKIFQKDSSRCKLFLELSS
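Test system: hTAAR1-expressing CHO RD-HGA16 cells, Gα16-coupled; Probe or stimulus: EC80 β-phenethylamine stimulus; Compound dosing: single nominal final test compound concentration of 3 µM; Timing: 140 s kinetic read after compound, 140 s after agonist; Signal: Fluo-8 calcium-sensitive fluorescence; Measure: % inhibition of agonist calcium response; Controls: DMSO and EC80 PEA controls.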
TAAR1 ag: human TAAR1 agonists, primary screen, Fluo-8 calcium fluorescence, CHO RD-HGA16 cells | Trace amine-associated receptor 1 (Homo sapiens), Q96RJ0 | vehicle wells 0%, saturating PEA agonist 100% | activation, % at 3 µM | actives 0.99% (n = 360,000) | AID 624467, 2012;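 active = activation above the mean activation of all test compounds in the run plus 3 SD, cut at about 38% in these data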
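Test system: RD-HGA16 (CHO) cells co-expressing Gα16 and hTAAR1 | Doses: Single dose, 3 µM | Schedule: 17-24 h seeding, 75 min 37 °C dye, 30 min RT | Evaluation: % activation from peak over basal fluorescence ratio, DMSO-to-PEA scaled | Technique: Kinetic Fluo-8 calcium fluorescence | Benchmarks: Low control DMSO, high control PEA (EC100)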
CRFR2-BP antag: antagonists of CRF-BP/CRF-R2 complex, primary screen, cell-based, HEK293, calcium dye fluorescence, uHTS; inhibition, % at 11.8 µM; AID 588475, 2011; actives 0.59% (n = 350,000); CRF-induced calcium fluorescence;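 active = inhibition of the ligand-induced calcium signal above about 50% at the single tested concentration, limit read from the data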
M1 PAM parental: nonselective calcium activators in parental CHO-K1 cells, primary screen, counter-screen for M1 PAM project, cell-based, Fluo-8 calcium fluorescence, full deck, 1536-well. ATP EC20; 0% at ATP EC20, 100% at ATP max. activation, % at 3 µM. actives 0.02% (n = 360,000). AID 602247, 2012;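 active = activation above the run cutoff, the mean activation of all test compounds plus 3 SD, cut at about 40% in these data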;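 also: peak over basal fluorescence ratio in a 140 s read after ATP addition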
M5 ag: human M5 muscarinic receptor agonists, primary screen, CHO-K1 cells, Fluo-8 calcium fluorescence; CHO-K1 hM5 cells; 0% DMSO wells, 100% maximal acetylcholine response; activation, % at 3 µM; actives 0.19% (n = 360,000); Muscarinic acetylcholine receptor M5 (Homo sapiens), P08912;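 active = activation above the run's mean over test compounds plus 3 SD, cut at about 23% in these data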;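 also: signal is peak over basal fluorescence ratio across the kinetic read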
Starred values were filed as active, the others as inactive; x = no result given. An excerpt. The share of hits here may be higher or lower than overall.

SMILES	CHRM5 PAM	M4 PAM	M5 antag	CRFBP-R2 agonist	TAAR1 antag	TAAR1 ag	CRFR2-BP antag	M1 PAM parental	M5 ag
O=C(N/N=C/c1c(O)n(C2CC2)c(=S)[nH]c1=O)c1ccccc1Cl	-1	-4	1	-0.7	4	-1	-3	7	-2
COc1ccc(OC)c(N2Cc3ccccc3C2=N)c1	11	-14	-3	0.5	-2	-1	3	17	-13
O=C1/C(=C\c2ccncc2)N2CCC1CC2	5	0	-6	6.6	-15	1	7	-21	-3
CCCCn1c(O)c(/C=N/NC(=O)c2ccncc2)c(=O)[nH]c1=O	-6	2	13	0.5	2	2	1	11	-3
Nc1ccc([N+](=O)[O-])cc1	-1	1	5	-1.4	5	1	18	15	0
Cc1ccc(NC(=O)CN2C(=O)CN=C(c3ccccc3)c3cc(Cl)ccc32)cc1	2	-1	-2	0.5	4	-2	8	-1	1
COC1=CC23CCCN2CCc2cc4c(cc2C3C1O)OCO4 (configuration not stated)	1	5	-3	x	-7	2	x	8	3
Cc1nc2ccccc2c(=O)n1-c1ccc([N+](=O)[O-])cc1	2	-2	10	-0.6	-6	-1	-2	29	-5
COc1cccc(-n2c(O)c(C=NCc3ccc4c(c3)OCO4)c(=O)[nH]c2=O)c1	4	1	-1	-1.0	-16	8	-14	7	0
Fc1ccc(C2=CCN(C(c3ccc(Cl)cc3)c3nnnn3Cc3ccccc3)CC2)cc1 (configuration not stated)	-3	-8	0	1.2	21	8	15	17	-8
CCn1ccnc1CN1CCCC(C(=O)c2cc(F)ccc2OC)C1 (configuration not stated)	-1	-10	12	-0.4	-23	0	-3	-19	-4
OC(CN1CCC(c2c[nH]c3ccccc23)CC1)C(F)(F)F (configuration not stated)	-1	3	6	1.4	-6	0	-20	3	-1
CCC(N)Cc1c[nH]c2ccccc12 (configuration not stated)	7	9	1	1.1	-16	3	-13	18	1
CC12CCC3C(CC=C4CC(O)CCC43C)C1C/C(=C\c1cccc(F)c1)C2=O (configuration not stated)	4	8	3	0.4	-7	3	-35	-2	-1
CC(=NCc1cccnc1)c1c(O)n(Cc2ccccc2)c(=O)[nH]c1=O	2	21	-5	-0.2	15	3	-8	18	0

Quoted from the listing:
Under M1 PAM parental, CCn1ccnc1CN1CCCC(C(=O)c2cc(F)ccc2OC)C1 (configuration not stated) has -19
Under TAAR1 ag, Cc1nc2ccccc2c(=O)n1-c1ccc([N+](=O)[O-])cc1 has -1

Next part.
SMILES	CHRM5 PAM	M4 PAM	M5 antag	CRFBP-R2 agonist	TAAR1 antag	TAAR1 ag	CRFR2-BP antag	M1 PAM parental	M5 ag
CN(C)Cc1c[nH]c2ccc([N+](=O)[O-])cc12	9	-1	9	7.5	-18	5	-1	24	-5
CCOc1cc2c(cc1OCC)-n1cccc1C(c1cccc(F)c1F)NC2 (configuration not stated)	-4	-4	11	0.9	-10	3	-6	-10	-4
Cc1cc(=O)oc2c(C)c(OCC(=O)N3CCN(Cc4ccc5c(c4)OCO5)CC3)ccc12	0	-9	1	-0.1	-1	2	5	7	-6
CN(C)C(Cc1ccc(C#N)cc1)C(=O)c1ccccc1 (configuration not stated)	-1	-12	-2	-0.6	-13	0	1	17	-5
Cc1cc(S(=O)(=O)NC(C)C)ccc1OCC(=O)N1CCN(Cc2ccc3c(c2)OCO3)CC1	-9	-2	-7	4.0	-20	7	-1	-9	2
COC(=O)C1=C(c2cc3ccccc3s2)C[C@@H]2CC[C@H]1N2C(=O)NC1CCCCC1	0	9	11	-1.7	-7	14	10	-8	-11
CN(C)C(=O)Oc1ccc(OC(=O)c2ccccc2)cc1	-3	-3	3	0.5	4	-2	3	16	-1
COc1ccccc1CCNC1CCC(C(C)(C)C)CC1 (configuration not stated)	-7	-24	12	0.6	-7	21	-39	23	-2
c1ccc(C2N3CCCN23)cc1 (configuration not stated)	-9	-7	-4	-0.5	-18	2	-8	2	-7
COc1cccc(C(c2nnnn2-c2ccc3c(c2)OCCO3)N2CCC(n3c(=O)[nH]c4ccccc43)CC2)c1OC (configuration not stated)	-10	-10	15	x	79*	51*	x	31	30*
COC(=O)C1=C(c2cccc(C#N)c2)C[C@@H]2CC[C@H]1N2C(=O)N1CCC(C)CC1	-6	2	-13	-2.6	7	3	10	-6	-11
CC12CN3CC(C)(CN(C1)C31CCOCC1)C2=O	-4	-5	2	0.8	-1	5	6	10	-1
COc1ccc(CNC(C)Cc2cccs2)cc1 (configuration not stated)	9	0	5	-1.1	-20	1	-1	21	-8
CC1(C)CN=C(Nc2ccc(F)c(Cl)c2)S1	-1	9	3	17	-28	4	-44	11	15
CCC(=NCc1ccco1)c1c(O)n(-c2ccccc2C)c(=O)[nH]c1=O	-2	1	7	-2.5	-1	6	3	6	1
N/C(=N\N=C/c1ccc(-c2ccc(O)c(C(=O)O)c2)o1)N[N+](=O)[O-]	-3	13	-1	0.1	16	-1	4	21	-3
Cc1ccc(N2CCN(CCc3ccccc3)CC2)cc1	4	0	-3	-1.5	x	x	-7	8	-2
COC(=O)C1=C(c2cccc(C#N)c2)C[C@@H]2CC[C@H]1N2C(=O)N1CCc2cc(OC)c(OC)cc2C1	9	12	-4	-0.9	-8	4	1	8	0
O=c1[nH]c(=O)n(-c2ccccc2F)c(O)c1/C=C1\C=Nc2ccccc21	-7	-11	8	3.2	22	25	-30	13	4
O=C(CNC(=O)OCc1ccccc1)Nc1ccc(Br)cc1C(=O)c1ccccc1	-16	-6	-1	2.2	19	15	12	16	-10
Cc1c(N=Cc2c(O)n(CCc3ccccc3)c(=O)[nH]c2=O)c(=O)n(-c2ccccc2)n1C	-5	-7	4	-8.2	1	18	1	9	-6
O=P(CCl)(Nc1ccccc1)C(Cl)(Cl)Cl (configuration not stated)	6	6	3	1.8	-30	3	-5	1	-2
C[C@@H]1COc2cc(N3CCN(C)CC3)ccc2S(=O)(=O)N1	-9	8	7	x	-7	1	x	13	0
N=C1c2ccccc2CN1c1ncccn1	16	4	3	1.4	6	2	9	-16	0
CCOC(=O)C1CCN(C=C2C(=O)N(C)C(=S)N(C)C2=O)CC1	-1	14	-4	3.4	-5	3	-21	31	5
CC1=NN(c2ccccc2)C(=O)C1/C=C1\C(=O)NC(=O)N(c2cc(C)cc(C)c2)C1=O (configuration not stated)	1	8	0	-0.2	-30	4	3	13	3
CCC(C)C1N=C(c2ccccc2)c2cc(Cl)ccc2N(CC(=O)NCc2ccco2)C1=O (configuration not stated)	-2	6	1	3.9	0	-2	55*	6	1
O=c1c2ccccc2nc(-c2ccco2)n1-c1ccccn1	1	-5	5	-0.1	-4	14	-7	6	0
COc1ccc2c(c1)NP(=S)(c1ccccc1)N2 (configuration not stated)	-2	6	-6	0.3	-11	-1	-6	4	3
CNC(=O)Oc1ccc2ncccc2c1	-4	4	9	0.5	-1	2	11	17	-2

2 entries from above, with each value named.
> CCOC(=O)C1CCN(C=C2C(=O)N(C)C(=S)N(C)C2=O)CC1
  CHRM5 PAM = -1
  M4 PAM = 14
  M5 antag = -4
  CRFBP-R2 agonist = 3.4
  TAAR1 antag = -5
  TAAR1 ag = 3
  CRFR2-BP antag = -21
  M1 PAM parental = 31
  M5 ag = 5

> N/C(=N\N=C/c1ccc(-c2ccc(O)c(C(=O)O)c2)o1)N[N+](=O)[O-]
  CHRM5 PAM = -3
  M4 PAM = 13
  M5 antag = -1
  CRFBP-R2 agonist = 0.1
  TAAR1 antag = 16
  TAAR1 ag = -1
  CRFR2-BP antag = 4
  M1 PAM parental = 21
  M5 ag = -3

Next compounds:
SMILES	CHRM5 PAM	M4 PAM	M5 antag	CRFBP-R2 agonist	TAAR1 antag	TAAR1 ag	CRFR2-BP antag	M1 PAM parental	M5 ag
O=P(NS(=O)(=O)c1ccccc1)(Oc1ccccc1)Oc1ccccc1	1	-3	-1	-1.3	1	0	14	-1	2
COC1CCC(OC2CC(C3(C)CCC4(CC(O)C(C)C(C(C)/C=C(\C)C(=O)C(C)CC(C)C(=O)O)O4)O3)OC3(OC(C4OC(O)(CO)C(C)CC4C)CC3C)C2C)OC1C (configuration not stated)	2	-2	-6	25	-14	2	-42	5	7
CCn1cc(C(=O)c2ccccc2)c2ccccc21	-3	3	1	0.9	13	7	12	8	-2
CC(=O)OC1CC[C@@]2(C)C(=CC(=O)C3C4CCC(OC(C)=O)[C@@]4(C)CCC32)C1 (some centres not stated)	3	1	6	0.7	-9	0	-21	-16	6
CC(C)Cc1nnc(NC(=O)CCC(=O)N2CCC3(CC2)OCCO3)s1	5	2	4	-0.7	-8	6	-1	-15	1
Cc1ccc2ccccc2c1NC(=O)CNC1CCCCC1	-5	1	1	-0.7	13	3	-40	0	-2
CCc1ccc(N2C(=O)NC(=O)/C(=C\C=C\c3ccco3)C2=O)cc1	6	15	1	15	42	73*	-86	21	4
CCCC(=O)c1ccc(CP(=O)(OCC)OCC)o1	6	5	-3	0.1	-1	1	3	14	1
CCCC(C)C1(CC)C(=O)NC(=O)N=C1N (configuration not stated)	4	2	-6	-1.4	2	1	14	6	-2
N#CC(C#N)=Cc1ccc(N2CCCC2)cc1	-10	-9	19	22	1	8	-20	-3	2
CN1CCN(c2ccc([N+](=O)[O-])c(Sc3ccccn3)c2)CC1	28*	24	-13	-0.9	-5	2	9	15	-16
CC(C(=O)c1cn(C)c2ccccc12)c1ccccc1 (configuration not stated)	-3	-2	4	-0.6	-14	7	-15	14	-1
COc1cccc(-n2c(/C=C/c3ccccn3)nc3ccccc3c2=O)c1	2	-5	0	1.2	15	6	8	8	5
Clc1ccccc1CN1CCN(c2ccccc2)CC1	6	18	-9	-5.6	-8	18	-12	24	3
O=C(Cc1cc(=O)[nH]c(=O)[nH]1)N1CCN(CCO)CC1	1	-1	0	6.0	-30	2	-26	8	0
O=C(Cc1ccccc1[N+](=O)[O-])N1CCN(Cc2ccc3c(c2)OCO3)CC1	7	12	-2	-5.1	-1	9	17	-5	1
Cc1ccsc1CNCCc1ccc(F)cc1	-3	-5	-7	-0.9	-16	14	-6	11	-7
CC1CCC(C(=O)NC(C(=O)N2CCC3(CC2)OCCO3)C(C)C)CC1 (configuration not stated)	2	3	-3	-1.4	8	4	0	17	-2

Bioassay records from PubChem.
